Source: PubChem BioAssay (several laboratories)
PhoP inhibition – inhibitors of PhoP regulon expression, primary screen, Salmonella Typhimurium, GFP reporter (AID 1863). S. Typhimurium PhoP-regulated promoter GFP reporter, 4 h; higher % means a stronger effect. inhibition, % at 50 µM, or IC50 in µM where a hit was titrated. 0.16% of 300,000 active;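 active = inhibition over 29.93%, a cutoff 3 SD above the screen mean, later confirmed by dose response; inconclusive = inhibition over 29.93% but no dose response follow-up; inactive = inhibition at most 29.93% or unconfirmed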;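 note: 0% = low Mg2+ inducing control and 100% = high Mg2+ repressing control; strong numbers were not always called active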
CSM14.1 death rescue – rescue of cells from ER stress-induced death, primary screen, 384-well, CSM14.1, thapsigargin, ATP luminescence (AID 1222). cellular ATP content (survival), % at 20 µM, or EC50 in µM where a hit was titrated. CSM14.1 thapsigargin-induced death rescue, ATP luminescence; higher % means a stronger effect. 190,000 tested, under 10 active;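 active = EC50 below 50 µM in the dose-response confirmation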;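 note: death triggered by thapsigargin at about 15 µM added after 2 h compound pretreatment; cell ATP read after overnight thapsigargin exposure of roughly 18 to 22 hours; normalized against plate controls of thapsigargin alone and 5% DMSO vehicle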
Yfh1-depleted yeast – enhancers of respiration in Yfh1-depleted yeast, dose response, Friedreich's ataxia, plus single-dose screen (AID 1465) | S. cerevisiae Yfh1-off respiration, WST-1 reduction, 72 h; higher fold induction means a stronger effect | one-dose fold induction at 50 µM; EC50 in µM for titrated hits | 0.074% of 220,000 active;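 active = fold induction of absorbance versus untreated yeast above a set limit, then at least 30% activation at any dose in follow-up; inconclusive = repeats straddling the limit, or above it without dose testing; inactive = fold induction below the set limit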;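 note: activators that raise dye reduction in frataxin-depleted yeast; strong numbers were not always called active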
human PMI inhibitors – MPI inhibition at elevated mannose 6-phosphate – biochemical, fluorescence intensity, high mannose 6-phosphate, primary screen (AID 1220); recombinant PMI enzyme, coupled fluorescence intensity; higher % means a stronger effect; inhibition, % at 20 µM; hits with a dose series show IC50 in µM; 0.66% of 190,000 active; in the data active = inhibition above about 50%
XIAP displacement – XIAP antagonists, biochemical, IAP family, fluorescence polarization (AID 1018); displacement, % at 20 µM; hits with a dose series show IC50 in µM; XIAP BIR domain, fluorescence polarization peptide displacement; higher % means a stronger effect; 0.007% of 200,000 active; in the data active = displacement above about 50%; note: a part of the inactive calls stands beside numbers as strong as those of hits
West Nile virus CPE – inhibition of WNV-induced cytopathic effect – cell-based, CPE readout (AID 1621) | CPE inhibition, % at 10 µM, or IC50 in µM where a hit was titrated | West Nile virus-infected cells, CPE inhibition; higher % means a stronger effect | 0.02% of 290,000 active; in the data active = a potency from the dose series; inconclusive = CPE inhibition mostly from about 3.7% at the one dose, without a potency; inactive = the rest, 99 in 100 with CPE inhibition below about 2.2%; note: strong numbers were not always called active
P. falciparum M1AAP – malaria alanyl aminopeptidase activity blockers – biochemical, fluorogenic H-Leu-NHMec substrate, 1536-well (AID 1445) | recombinant M1AAP, H-Leu-NHMec fluorogenic kinetic assay; higher % means a stronger effect | inhibition, % at 30 µM; hits with a dose series show IC50 in µM | 0.42% of 220,000 active;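 active = primary inhibition above the hit cutoff, then over 50% inhibition at one or more dose response concentrations, cut at about 23% in these data, passing the limit was not always enough; inconclusive = conflicting primary data, or primary hits not chosen for dose response; inactive = low primary inhibition, or under 50% at every dose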;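 note: plate controls were DMSO full reaction for no effect and no enzyme background for full effect; strong numbers were not always called active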
SIAH1 antagonists – blockers of Siah-1 interaction with plectin peptide – biochemical, fluorescence polarization, rhodamine-plectin, uHTS, primary screen (AID 1817); Siah-1 / rhodamine-plectin peptide fluorescence polarization; higher % means a stronger effect; displacement, % at 20 µM, or IC50 in µM where a hit was titrated; 0.02% of 290,000 active;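 active = displacement of at least 50% at 20 µM, with a fluorescence ratio check between 0.3 and a set limit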;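 note: plate controls were Siah plus tracer with DMSO for no effect and tracer alone without Siah for full effect; strong numbers were not always called active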
P. falciparum M17LAP – P. falciparum M17LAP inhibitors, primary screen, biochemical, fluorogenic H-Leu-NHMec substrate, 1536-well (AID 1619); 0.38% of 220,000 active; recombinant M17LAP, H-Leu-NHMec fluorogenic kinetic assay; higher % means a stronger effect; one-dose inhibition, % at 30 µM; IC50 in µM for titrated hits;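 active = compound inhibiting the enzyme by more than half at any dose during confirmatory dose-response retesting; inconclusive = strong single-dose inhibitors picked by rank but not retested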;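 note: plate controls were full reaction with DMSO carrier for no effect and no enzyme background for full effect; strong numbers were not always called active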
Starred values were filed as active, the others as inactive; i = inactive; u = inconclusive; x = not tested or not shown.

SMILES	PhoP inhibition	CSM14.1 death rescue	Yfh1-depleted yeast	human PMI inhibitors	XIAP displacement	West Nile virus CPE	P. falciparum M1AAP	SIAH1 antagonists	P. falciparum M17LAP
COc1ccc(-c2nnc(SCC(=O)c3ccco3)n2-c2ccccc2)cc1	-7%	-0.5%	i	4%	-2.6%	0.0%	4%	-3%	7%
Cc1ccc(-c2nnc3sc(-c4ccncc4)nn23)cc1	4%	-1.9%	i	-2%	-3.9%	-0.6%	5%	3%	1%
C=C(C)c1cccc(C(C)(C)NC(=O)N2CCN(CC)CC2)c1	-9%	2.6%	i	-7%	-5.9%	0.5%	11%	5%	-6%
CCCC(=O)OCCn1c(Br)nc2c1c(=O)[nH]c(=O)n2C	-18%	-5.6%	i	-3%	-4.5%	-0.1%	11%	-2%	-3%
COC(=O)c1sccc1NC(=O)c1ccc(OC)cc1	0%	-2.7%	i	5%	-9.4%	0.1%	1%	-10%	6%
c1ccc(Nc2cc(Nc3ccccc3)[nH]n2)cc1	30%	-6.3%	i	31%	-2.5%	-0.7%	18%	-3%	13%
O=C(c1ccc2c(c1)OCO2)N1CCN(c2ccccc2)CC1	3%	-0.2%	i	-9%	-8.0%	1.4%	10%	4%	0%
COC(=O)Nc1nn(-c2ccc(C)cc2)c(=O)c(C#N)c1C	11%	-0.1%	i	15%	-2.1%	1.0%	-2%	2%	1%
CCCc1nn(C)c(C(=O)Nc2ccc(C(C)(C)C)cc2)c1Cl	5%	1.3%	i	5%	-1.8%	-1.5%	-3%	7%	-3%
CCN(CC)CCN(CC(=O)N(C1CCCCC1)C1CCCCC1)C(=O)c1ccco1	-4%	-2.0%	i	-5%	-6.8%	-0.3%	4%	21%	7%
O=C(CSc1ccc2ccccc2n1)NCCC1=CCCCC1	-3%	1.3%	i	-3%	-2.2%	-1.1%	11%	4%	-5%
Cc1ccc(-c2nn(-c3cccc(F)c3)cc2CN(Cc2nccn2C)C(C)C)o1	7%	-1.3%	i	11%	-2.5%	-0.3%	13%	-3%	1%
CC(=O)c1ccc(N2CCN(C(=S)Nc3cc(C)ccc3C)CC2)cc1	-7%	0.4%	i	11%	-4.8%	-0.8%	0%	2%	-4%
CCOC(=O)c1ccc(Oc2nc(NC(C)(C)C)nc(N(C)C)n2)cc1	8%	0.7%	i	-3%	-4.3%	0.3%	6%	4%	-1%
C[C@@H](O)C1NC(=O)[C@H](CCCCN)NC(=O)c2cc([N+](=O)[O-])cc(I)c2OCC[C@@H](C(N)=O)NC1=O (stereo partly specified)	-4%	-1.7%	i	-19%	-17%	0.8%	10%	-2%	8%
Nc1ccc(SCc2nc3cccc4c3n2CCC4)cc1	2%	x	i	x	x	0.1%	-4%	-2%	-11%
CCNC(=O)C12CCC(C)(c3nc4cc(C)c(C)cc4nc31)C2(C)C (stereo unspecified)	-1%	1.1%	i	-2%	-3.2%	0.0%	-1%	14%	0%
Cc1cc(Br)c(NC(=O)c2ccccc2[N+](=O)[O-])cc1C	0%	-0.5%	i	2%	-3.3%	-0.6%	12%	-1%	-1%
O=C(O)CCCC(=O)N1CCN(c2ncccn2)CC1	-7%	x	i	x	x	-0.5%	-1%	5%	-1%
COc1ccc(C2=C(SC)CC2=NC(C)(C)C)cc1	11%	1.6%	i	4%	-2.5%	0.6%	2%	-4%	2%
CCNc1nc(SC)nc(N(C#N)CC(=O)OC)n1	-13%	-3.9%	i	2%	-2.8%	-0.1%	1%	-2%	14%
Cc1ccccc1NS(=O)(=O)c1ccc(C)c(NS(C)(=O)=O)c1C	-3%	-0.8%	i	-4%	-4.2%	-0.1%	4%	3%	-2%
COC(=O)c1ccc(Cn2cnc3c(cnn3-c3ccc(Cl)cc3)c2=O)o1	9%	-2.9%	i	0%	-3.5%	-1.2%	1%	6%	13%
CCCCN=C1CC(C)(C)CC(=O)/C1=C(/O)CCC	-15%	x	i	x	x	-0.4%	-4%	0%	2%
Cc1cc(C)n(-c2ccc(C(=O)N3CCC(CO)(Cc4ccccc4)CC3)cc2)n1	1%	4.7%	i	10%	1.8%	-0.6%	7%	-3%	15%
O=C(COc1ccc2ccccc2c1)Nc1ccncc1	2%	0.7%	i	5%	-3.3%	-0.3%	2%	-5%	2%
CC(=O)c1sc2nsc(SCCN3CCCCC3)c2c1N	-1%	x	i	x	x	-0.6%	5%	13%	3%
COc1ccc(C(N)=O)cc1N	-4%	-1.4%	i	10%	-4.3%	0.1%	16%	3%	6%
CCOC(=O)c1c(NC(=S)Nc2ccccc2)sc2c1CC(C)(C)SC2	5%	-2.5%	i	2%	-7.7%	-0.6%	10%	-5%	5%
Cc1ccc(S(=O)(=O)/N=C(\c2ccccc2)N(C)S(=O)(=O)c2ccc(C)cc2)cc1	-5%	2.5%	i	5%	-4.7%	0.3%	2%	-1%	-10%
Cc1ccccc1OCCNc1cc(N2CCNCC2)ccc1[N+](=O)[O-]	20%	-1.6%	i	15%	-6.3%	-1.5%	8%	3%	12%
O/N=C(\Cc1cscn1)c1ccc(O)cc1O	-9%	-1.8%	i	4%	-2.3%	-0.2%	0%	2%	-10%
CN(C)c1nc(N)nc(CSc2nnnn2C)n1	-8%	0.5%	i	2%	-1.3%	0.3%	9%	0%	5%
Cc1ccc(C)c(N2CCN(C(=O)CCn3c(=S)[nH]c4cc5c(cc4c3=O)OCO5)CC2)c1	13%	-1.4%	i	2%	-5.8%	-0.8%	-3%	4%	-4%
O=C(NNC(=S)NCc1ccco1)c1ccc(S(=O)(=O)N2CCOCC2)cc1	-9%	-0.8%	i	0%	-6.1%	-0.6%	6%	0%	-10%
CCN(CC)CCCC(C)NC(=O)c1ccc(C(F)(F)F)cc1 (stereo unspecified)	2%	-1.1%	i	6%	-6.1%	-0.2%	2%	-3%	-10%
COc1cccc(C(=O)N2CCN(Cc3cc(Br)ccc3OC)CC2)c1	4%	0.2%	i	-18%	-2.0%	-0.9%	-6%	5%	-2%
Cc1cccc(Nc2ccc([N+](=O)[O-])cc2C(=O)O)c1	-4%	-2.2%	i	-6%	-2.4%	-0.7%	u	10%	31%
COC(=O)c1ccsc1NC(=O)CN1CCN(Cc2ccc3c(c2)OCO3)CC1	1%	3.9%	i	-3%	-1.6%	-0.5%	4%	1%	6%
CCC(CC)C(=O)c1c[nH]c(C(=O)NCc2ccco2)c1	0%	0.9%	i	17%	-12%	-0.3%	-4%	-1%	6%
COc1ccc(C(=O)OCn2nnc3ccccc3c2=O)cc1OC	9%	x	i	-2%	-6.3%	0.1%	2%	-3%	16%
O=C(NCc1ccccc1)c1cncc(Br)c1	3%	-0.3%	i	4%	-1.4%	0.0%	3%	4%	8%
Nc1ncnc(Oc2cccc3cccnc23)c1[N+](=O)[O-]	1%	-2.1%	i	23%	-1.0%	0.2%	1%	4%	0%
Cc1cc(N/N=C/c2ccccc2O)nc(-c2ccccc2O)n1	3%	-5.5%	i	48%	-1.8%	-0.7%	3%	-6%	1%
CCCS(=O)(=O)c1cn2cccc(N)c2c1S(=O)(=O)CCC	-8%	-0.2%	i	4%	0.2%	0.0%	7%	4%	2%
Cc1cc(=O)oc(C)c1C(=O)NC1CC(C)(C)NC(C)(C)C1	-4%	-1.2%	i	8%	-0.3%	0.0%	-7%	18%	0%
COc1c2c(cc3oc(=O)ccc13)OC(C)(C)C=C2	-1%	x	i	x	x	-0.3%	7%	-2%	0%
COCCNC(=O)CN(c1cc(C(F)(F)F)ccc1Cl)S(C)(=O)=O	-5%	0.8%	i	7%	-1.4%	-0.2%	-3%	2%	-2%
COc1ccc(-c2nc(C#N)c(N3CCCCCC3)o2)cc1OC	-2%	-1.5%	i	8%	-6.9%	-1.2%	8%	2%	-12%
Cc1ccc2c(c1)c1c(n2CC(O)CNC(CO)(CO)CO)CCCC1 (stereo unspecified)	-1%	-0.2%	i	0%	-5.0%	-0.1%	-4%	1%	5%
COC(=O)c1c(-c2ccc(F)cc2)noc1N	15%	1.0%	i	16%	-2.7%	-0.2%	-2%	6%	-5%
COc1ccc(S(=O)(=O)NC(CC(=O)NCCc2ccc(OC)c(OC)c2)C(C)C)cc1 (stereo unspecified)	2%	0.6%	i	7%	-0.7%	-0.7%	0%	-4%	0%
CCOC(=O)/C(C#N)=C/c1cn(CCC(=O)O)nc1-c1cccc(Br)c1	12%	0.5%	i	-4%	-2.6%	0.5%	9%	0%	38%
CC(C)OCCCNC(=O)c1c(N)n(/N=C/c2cccs2)c2nc3ccccc3nc12	-16%	-0.8%	x	3%	-6.5%	x	14%	9%	4%
O=C(c1ccc(-c2nnc(Nc3ccccc3)c3ccccc23)cc1)N1C[C@H]2C[C@H](C1)c1cccc(=O)n1C2	2%	-0.1%	i	1%	-4.6%	0.4%	8%	3%	8%
Cc1nnc(SCc2ccc(F)cc2)s1	-1%	4.7%	i	0%	-5.3%	0.1%	13%	1%	5%
Cc1cccc(-n2ncc3c(Nc4ccc(F)cc4)ncnc32)c1	x	1.3%	i	14%	-2.2%	0.1%	x	4%	x
Brc1ccccc1-n1nnc(-c2nccs2)n1	-14%	-1.9%	i	-3%	-6.1%	-1.0%	1%	1%	0%
O=C(NCC(c1cccnc1)N1CCN(c2ccccc2)CC1)C1CCCCC1 (stereo unspecified)	9%	x	i	9%	-2.2%	-1.0%	1%	2%	-12%
COC1=C/C(=C/c2c(N)n3nc(-c4ccc(C)cc4)sc3nc2=O)C=CC1=O	-8%	-0.7%	i	18%	-6.2%	0.2%	66µM*	-1%	15%
Next part.
SMILES	PhoP inhibition	CSM14.1 death rescue	Yfh1-depleted yeast	human PMI inhibitors	XIAP displacement	West Nile virus CPE	P. falciparum M1AAP	SIAH1 antagonists	P. falciparum M17LAP
O=C(Cn1cc2c(n1)CCCCC2)N1CCCCC1	7%	x	i	21%	-6.6%	-0.4%	0%	-1%	27%
COCCNC(=O)c1c[nH]c2ccc(OC)cc2c1=O	1%	-2.1%	i	-7%	-6.2%	1.2%	2%	-2%	13%
Cc1ccsc1CN1CC(=O)N(c2c(C)cccc2C)C1=S	-3%	-1.0%	i	7%	-9.5%	-0.9%	6%	0%	2%
CCCCN1Cc2cc(C(=O)c3cc(OC)ccc3O)cnc2NC1=O	-17%	-2.3%	i	7%	-4.0%	0.1%	14%	-1%	-3%
COc1ccccc1-n1cnnc1SCC(=O)c1cc(C)n(Cc2cccs2)c1C	-9%	1.0%	i	16%	-4.7%	-0.2%	9%	0%	1%
